Cneo AK release – causes C. neoformans cell lysis; adenylate kinase release luminescence, 4 h; normalised: neutral wells 0, clomiphene wells 100; lysis activity, % at 15 µM; actives 0.2% (n = 360,000); AID 651654;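 active = mean lysis activity across replicates of at least 80%, whatever share of replicates individually reach that level; inactive = mean lysis activity below 80%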
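Schedule: static 4 h at 37 °C with compound, 1 h detection; system: C. neoformans cells; benchmarks: Clomiphene as positive control; buffer or medium: fresh YPD medium; measure: luminescence rise reflecting yeast cell lysis; measured by: luminescent adenylate kinase detection reagent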
PAX8 inh HTS – inhibitors of PAX8 transcriptional activity in RMG-I cells; RMG-I TPO-luciferase reporter, SteadyGlo, 24 h; inhibition, % at 12.6 µM; actives 1.2% (n = 360,000); AID 652154;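 active = mean replicate inhibition at least 60% with every replicate also reaching 60%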;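 note: luciferase light reporting Pax8 driven TPO promoter activity; plate controls were median of neutral control wells for no effect and mitoxantrone controls for full effect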
FN deposit inh – fibronectin deposition inhibition | AH1F fibroblasts, Alexa488-fibronectin deposition fluorescence, overnight | inhibition, % at 12.6 µM | actives 0.086% (n = 350,000) | AID 743247;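 active = mean inhibition across replicates of 30% or more, regardless of how many single replicates reach that level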;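 note: positive control wells lacked labelled fibronectin entirely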
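Assay system: AH1F fibroblast monolayer, labelled fibronectin deposition. Amount: 10000 cells per well. Also added: labelled fibronectin 24 nM. Compound: single-point pinned compound. Incubation: cell attachment 1 h, compound and FN exposure overnight. Detection: fluorescence after three HBSS washes, excitation 485 nm, emission 525 nm. Read-out: inhibition of fibronectin deposition signal.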
PGC1a acetyl inh – lowers PGC1a acetylation signal in U2OS cells; AlphaScreen anti-acetyl-lysine; with virally co-expressed GCN5 acetyltransferase; actives 0.17% (n = 350,000); AID 651687; inhibition, % at 15.6 µM;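 active = every replicate shows inhibition of at least 40%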;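 note: 0% = neutral control wells and 100% = positive control wells; some results beyond the cut were filed as inactive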
CASP6 VEID inh – blocks human caspase-6 cleavage activity. purified caspase-6, Z-VEID-R110 cleavage fluorescence. inhibition, % at 12.5 µM. actives 0.53% (n = 350,000);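 active = mean inhibition across replicates at least about 35%, with every replicate also reaching that limit, limit read from the data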;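 note: 0% = median of neutral control wells and 100% = no fluorescence left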
Target sequence (P55212 24-179 limits assumed): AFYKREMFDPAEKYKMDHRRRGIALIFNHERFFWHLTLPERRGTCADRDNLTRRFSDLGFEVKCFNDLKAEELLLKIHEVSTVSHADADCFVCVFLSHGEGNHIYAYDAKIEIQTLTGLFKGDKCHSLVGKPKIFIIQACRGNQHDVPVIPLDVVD
Target sequence (P55212 194-293 limits assumed): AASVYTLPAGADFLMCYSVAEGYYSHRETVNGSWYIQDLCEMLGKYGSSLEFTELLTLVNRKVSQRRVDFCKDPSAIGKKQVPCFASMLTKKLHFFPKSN
miR-122 sensor – inhibitors of miR-122 in Huh7 cells | actives 0.3% (n = 340,000) | Huh7 miR-122 Renilla luciferase sensor, 48 h; neutral wells = 0, positive control = 100 | activation (reporter increase), % at 12.5 µM;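 active = mean replicate activation score at least 90 and every replicate individually at or above 90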;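 note: higher luciferase means less miR-122 activity so hits act as miR-122 inhibitors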
EWS-Fli block – EWS/Fli transcriptional activity inhibition; actives 0.67% (n = 350,000); inhibition, % at 12.6 µM; AID 651661; A673 NR0B1-luciferase reporter, viability-normalised;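 active = mean inhibition of at least 50% after viability correction, with every replicate also passing that limit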;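 note: firefly luciferase signal divided by Alamar Blue viability fluorescence both relative to DMSO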
LGR2 inh – Drosophila LGR2 receptor signaling inhibition; HEK293 LGR2, CRE-luciferase, bursicon-stimulated, 4 h; inhibition, % at 9.99 µM; actives 0.35% (n = 380,000);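 active = drop in luminescence signal, shown as inhibition above about 50% in the replicate tests, limit read from the data, passing the limit was not always enough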;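 note: agonist challenge used bursicon conditioned medium at about half maximal strength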
* = called active by the depositor; . = not tested or not shown; & = joins results of further samples; [ ] = remark or other dose.

SMILES | Cneo AK release | PAX8 inh HTS | FN deposit inh | PGC1a acetyl inh | CASP6 VEID inh | miR-122 sensor | EWS-Fli block | LGR2 inh
CC(C)CC#Cc1cnc2c(c1)C(=O)N([C@@H](C)CO)C[C@@H](C)[C@H](CN(C)C(=O)c1cccnc1)O2 | -1.5 | . | . | 7.7 | -0.9 | -0.2[16.7 µM] | -25.6 | -4.1
N#Cc1cccc(-c2ccc3c(c2)[C@@H]2[C@@H](CCN2C(=O)c2ccccc2F)[C@H](CO)N3)c1 | -2.9 | 28.4 | -3.9 | -0.1 | -2.3 | 4.6[16.7 µM] | 17.4 | -26.1
Cc1cccc(NC(=O)CN2C(=O)N/C(=C/c3cc(C)n(C)c3C)C2=O)c1 | . | 7.8 | 0.1 | . | 3.9 | . | -2.3 | .
CCN(CC1CCCO1)C(=O)CCc1nnc(Cc2ccc3c(c2)OCO3)o1 (configuration not stated) | 1.6 | -0.3 | -5.6 | 6.9 | -2.6 | 0.7 | 10.3 | -0.8
CCN(CC(=O)Nc1c(F)cccc1F)C(=O)c1ccc2c(=O)n3c(nc2c1)CCC3 | . | -42.3 | . | -10.1 | -2.3 | 0.1 | -37.5 | -12.5
CN(C)CC(=O)N1[C@H](C#N)[C@H](c2ccccc2-c2ccccc2F)[C@@H]1CO | . | . | 3.9 | -2.0 | 3.5 | . | 1.9 | -12.7
Cc1cccc(C(=O)OCC(=O)NC23CC4CC(CC(C4)C2)C3)c1O | -0.8 | -4.3 | 2.4 | . | 1.6 | -6.8 | -69.1 | .
C[C@H]1CCCCO[C@H](CN(C)C(=O)Nc2cccc3ccccc23)[C@@H](C)CN([C@@H](C)CO)C(=O)c2cc(N(C)C)ccc2O1 | -5.5 | 54.0 | . | -64.8 | 0.7 | 1.5[16.7 µM] | 3.0 | 7.0
CC(=O)C1=C(C)NC(=O)NC1c1cccs1 (configuration not stated) | -2.0 | . | . | 0.3 | 0.7 | -3.8 | -5.8 | -6.0
CC(C)NC(=O)N(C)C[C@H]1Oc2c(NC(=O)c3ccncc3)cccc2C(=O)N([C@@H](C)CO)C[C@H]1C | -2.5 | -17.9 | -4.2 | 2.1 | 2.5 | -1.2[16.7 µM] | -9.5 | 36.5
COc1ccccc1/C=C/C=N/n1c(-c2ccc(Cl)cc2Cl)n[nH]c1=S | . | -23.5 | -0.3 | . | 2.5 | . | 12.4 | 15.1
O=C(Nc1ccc(N2CCCCC2)cc1)c1ccc2ccccc2n1 | 0.6 | -121.4 | -14.7 | 11.7 | 5.5 | 2.9 | -52.7 | -37.9
COc1ccc(N(C2=NCCCS2)S(=O)(=O)c2ccc(C(C)(C)C)cc2)cc1 | -3.2 | -12.1 | -4.3 | -20.8 | 1.8 | 0.8 | 2.2 | -17.9
COc1cc([N+](=O)[O-])ccc1NC(=O)NCc1ccccn1 | 1.9 | 12.6 | . | 0.8 | -2.3 | -3.7 | . | -11.5
C[C@@H]1CN([C@@H](C)CO)C(=O)c2cccc(NC(=O)C3CC3)c2O[C@H]1CN(C)Cc1ccc(C(=O)Nc2ccccc2N)cc1 | -1.6 | . | . | 6.4 | . | 1.3[16.7 µM] | 18.5 | 17.6
c1ccc(CN2CCN(Cc3cn4cccnc4n3)CC2)cc1 | . | 7.7 | -18.9 | 32.4 | -1.5 | 1.5 | 0.8 | 18.2
CC(C)CC#Cc1ccc2c(c1)O[C@@H](CN(C)C(=O)Cc1cccnc1)[C@H](C)CN([C@H](C)CO)S2(=O)=O | -0.3 | 12.0 | -2.1 | -1.4 | . | . | 2.4 | -5.6
COc1ccc(C)cc1NC(=O)C(OC(=O)CNC(=O)c1cccc(F)c1)c1ccccc1 (configuration not stated) | -0.6 | 5.1 | -8.1 | -2.1 | -0.5 | 29.4 | 9.3 | 2.6
COc1ccc(S(=O)(=O)Nc2ccc3c(c2)C(=O)N([C@H](C)CO)C[C@@H](C)[C@H](CN(C)Cc2ccncc2)OCCCC[C@H](C)O3)cc1 | 52.7 | -7.9 | . | 4.4 | -1.9 | 4.1[16.7 µM] | -1.4 | -4.8
CCN(c1cccc(C)c1)S(=O)(=O)c1ccc(-n2cccn2)cc1 | 0.3 | -1.5 | -2.7 | . | -0.3 | . | 3.0 | -4.1
CC(=O)c1ccccc1NS(C)(=O)=O | -2.0 | 3.9 | . | -5.3 | 20.2 | 1.9 | -1.5 | -12.3
CN(C)CC#Cc1ccc([C@@H]2[C@H]3CN(C(=O)Cc4cccnc4)CC(=O)N3[C@H]2CO)cc1 | . | 3.3 | . | 2.6 | -35.0 | . | -2.6 | 5.5
COc1ccc(NC(=O)CSc2nnc(-c3ccc(C)cc3)n2N)cc1 | -0.9 | . | 2.8 | 2.2 | . | 3.3 | . | .
CCOC(=O)c1ccccc1NC(=O)CSc1nc2ccccc2c(=O)[nH]1 | . | 17.2 | . | 2.4 | . | . | 4.3 | 6.7
Cc1noc(C)c1S(=O)(=O)Nc1ccc2c(c1)CC(=O)N([C@H](C)CO)C[C@@H](C)[C@@H](CN(C)C(=O)NC1CCCCC1)O2 | -3.5 | . | . | 2.8 | 1.8 | 3.1[16.7 µM] | -0.5 | -11.0

(cont.)
SMILES | Cneo AK release | PAX8 inh HTS | FN deposit inh | PGC1a acetyl inh | CASP6 VEID inh | miR-122 sensor | EWS-Fli block | LGR2 inh
O=C1NC(=S)NC1=Cc1ccc(O)cc1 | 0.2 | 2.4 | 4.9 | 1.8 | 5.8 | -6.5 | 8.4 | -15.6
COc1ccccc1NC(=O)N1C[C@@H](O)COC[C@H]2O[C@H](CC(=O)NCCc3ccncc3)CC[C@@H]21 | 0.3 | -8.1 | 3.7 | -2.0 | -0.3 | -8.9[16.7 µM] | -7.6 | 11.3
Cn1c(SC2CCCCC2=O)nnc1-c1ccccc1F (configuration not stated) | -13.0 | -14.5 | 2.8 | 18.3 | -2.4 | -0.7 | -14.0 | 19.2
Cn1c(=O)[nH]c2ccc([N+](=O)[O-])nc21 | 1.5 | -9.5 | 0.3 | . | . | . | . | 12.6
COc1ccc(NC(=O)c2ccc(CN3CCc4ccccc4C3)cc2)c(OC)c1 | 0.1 | 17.9 | 2.9 | 5.3 | -4.0 | -24.1 | -4.6 | 13.6
CCN(CC)S(=O)(=O)c1ccc(-c2nnc(SCC(=O)Nc3ccc(OC)c(OC)c3)o2)cc1 | 0.5 | 1.4 | -4.5 | . | . | -7.5 | . | .
CCOC(=O)c1oc2ccc(Br)cc2c1COC(=O)C1=COCCO1 | -4.6 | -11.2 | -0.4 | . | 3.3 | . | 1.5 | 11.3
CO[C@H]1CN(C)C(=O)c2ccc(NS(=O)(=O)c3ccc(-c4ccccc4)cc3)cc2OC[C@H](C)NC[C@@H]1C | . | -20.4 | -7.3 | 4.3 | 0.2 | . | . | -6.0
C[C@H](CO)N1C[C@H](C)[C@@H](CN(C)Cc2ccc(Oc3ccccc3)cc2)Oc2ccc(NC(=O)Nc3ccccc3)cc2CC1=O | 0.7 | 53.4 | . | -40.7 | 0.4 | -6.7[16.7 µM] | 24.6 | 1.1
O=C1CCCCN1CC(=O)N1CCCC(Nc2ccc(F)cc2)C1 (configuration not stated) | 0.9 | 4.9 | -6.3 | 1.4 | 1.7 | -2.6 | . | -6.6
Cc1cc(Nc2ccccc2)cc(=O)n1C | 1.8 | 12.9 | 0.6 | 59.3* | -1.2 | -0.9 | -6.4 | 7.7
N#C[C@@H]1[C@@H](c2ccccc2)[C@H](CO)N1C(=O)Nc1cccc(F)c1 | -2.1 | -14.0 | -3.7 | -1.9 | -0.5 | . | -4.0 | -15.2
NC(=O)C1=C[C@H](c2ccc(C(F)(F)F)cc2)C[C@H](OCc2ccc(CO)cc2)O1 | -11.4&-3.8 | -7.4&-1.9 | -2.7 | 2.2&1.5 | -1.8&-3.8 | -6.5 | -5.8&-13.3 | 10.9
COc1cccc(C(=O)Nc2nnc(S(=O)(=O)N3CCOCC3)s2)c1 | -0.9 | -5.6 | -1.8 | 2.9 | 3.3 | -6.6 | . | 5.4
CN(C)CCOc1ccc2c(c1)Sc1ccccc1CC2=O | -1.7 | 29.8 | 2.6 | 10.3 | -7.2 | 3.4 | -11.8 | 2.9
CCCCc1cc2c(cc1NC(=O)CN1CCCCC1)OCCO2 | 0.0 | 12.2 | 1.0 | -27.5 | 2.5 | 1.9 | 7.4 | 4.1
O=C(COC(=O)c1ccccn1)NNC(=O)c1ccc([N+](=O)[O-])cc1 | 2.0 | -14.0 | -3.7 | 2.7 | 3.4 | 0.3 | -4.6 | -16.4
COC(=O)C1=C(C)N(Cc2ccccc2)C(=NCCCCO)N[C@H]1CCc1ccccc1 | 8.9 | -1.1 | -17.0 | -2.1 | -3.9 | -4.0 | 3.8 | .
O=c1cc(-c2ccco2)oc2ccccc12 | -1.0 | -62.8 | -1.0 | 7.3 | -3.1 | -9.0 | -27.8 | -25.9
COc1ccc(N=Nc2c(C)[nH][nH]c2=O)cc1 | . | -14.9 | 1.6 | . | 0.2 | . | -23.7 | -21.8
Cn1c(COc2ccc(F)cc2)nc2ccccc21 | 1.1 | -154.8 | -5.6 | 0.2 | 1.1 | -12.1 | -144.2 | -59.8
Cc1ncc([N+](=O)[O-])n1CC(=O)Nc1cc(Cl)ccc1Cl | -2.0 | -15.8 | 0.2 | . | -2.3 | -4.2 | 2.0 | 7.5
COc1ccccc1CNC(=O)C[C@@H]1C=C[C@@H](NC(=O)CN(C)C)[C@@H](CO)O1 | 2.4 | . | . | 3.5 | 2.0 | . | . | -5.9
C[C@@H]1CN([C@H](C)CO)C(=O)c2cc(/C=C/c3ccccc3)cnc2O[C@H]1CN(C)S(=O)(=O)c1ccccc1 | 39.3 | . | -8.7 | 0.5 | 1.4 | -7.9[16.7 µM] | 16.7 | 12.6
C[C@@H]1CN([C@H](C)CO)S(=O)(=O)c2ccc(-c3ccccc3)cc2O[C@@H]1CN(C)S(C)(=O)=O | 3.7 | . | -6.7 | 3.2 | -1.6 | 17.5[16.7 µM] | 5.4 | 1.1
CCCC(=O)Nc1ccc2c(c1)OC[C@H](C)NC[C@@H](C)[C@H](OC)CN(C)C2=O | 6.2 | -9.0 | -1.8 | 7.2 | -6.2 | . | 21.9 | 4.8
COc1ccc(NS(=O)(=O)c2ccc(S(=O)(=O)N3CCCC3)cc2)cc1 | 0.1 | . | . | 5.4 | . | -4.5 | . | 4.8
OCC[C@@H]1C[C@H](O)[C@@H](O)[C@@]2(CCCc3ccccc3O2)O1 | 0.5 | 17.5 | 0.0 | -6.5 | 6.7 | 4.9 | -4.8 | -10.0
CN1C(=O)c2cc(NC(=O)c3ccc(F)c(F)c3)ccc2OC[C@H]2O[C@H](CC(=O)N[C@@H]3CCN(Cc4ccccc4)C3)CC[C@H]21 | 5.6 | 11.0 | -14.0 | . | -5.4 | . | 11.2 | -8.7
CS(=O)(=O)c1nc(S(=O)(=O)c2ccc(Cl)cc2)c(N2CCN(CCO)CC2)s1 | 1.3 | 24.7 | 2.1 | -6.2 | 2.3 | . | . | 12.4

An excerpt from above in order of their number in LGR2 inh, high to low.
SMILES	LGR2 inh
Cn1c(=O)[nH]c2ccc([N+](=O)[O-])nc21	12.6
NC(=O)C1=C[C@H](c2ccc(C(F)(F)F)cc2)C[C@H](OCc2ccc(CO)cc2)O1	10.9
COc1cccc(C(=O)Nc2nnc(S(=O)(=O)N3CCOCC3)s2)c1	5.4
O=C(COC(=O)c1ccccn1)NNC(=O)c1ccc([N+](=O)[O-])cc1	-16.4

Screening results (PubChem)

Compounds were not picked by outcome; about 2.5% have a hit in one of these screens.
